From PubChem
GPR55 LPI antagonism: inhibition of LPI-stimulated GPR55 beta-arrestin translocation – imaging, U2OS, beta-arrestin-GFP, LPI agonist, primary screen (AID 2013); U2OS GPR55 beta-arrestin-GFP translocation imaging, LPI antagonism; higher % means a stronger effect; inhibition, % at 10 µM, or IC50 in µM where a hit was titrated; 290,000 tested, 0.13% active;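 active = spots per cell inhibited over 60%, with over 100 cells counted and total cytoplasm intensity under 500,000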;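 also: U2OS cells stably carrying GPR55 and arrestin-GFP stimulated by 5 µM LPI near EC80; imaged beta-arrestin-GFP aggregate spots per cell after agonist stimulation; plate controls were LPI-stimulated DMSO wells for no effect and DMSO wells without LPI for full effect; some results filed as inactive read as strong as hits; confirmed hits need IC50 under 10 µM and bright autofluorescent wells are also inconclusive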
KOR beta-arrestin-1: KOR antagonists, beta-arrestin recruitment, cell-based, luminescence, uHTS (AID 1778); KOR beta-arrestin recruitment, luminescence, antagonist mode; higher % means a stronger effect; one-dose inhibition, % at 10 µM; IC50 in µM for titrated hits; 290,000 tested, 0.091% active; in the data active = inhibition above about 50%; also: strong numbers were not always called active
NTR1 ag: agonists of NTR1, primary screen, imaging, U2OS cells, beta-arrestin-GFP, high content (AID 493036); P30989; NTR1-U2OS beta-arrestin-GFP spot imaging, agonist mode; activation, % at 20 µM; 330,000 tested, 0.17% active;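 active = activation at or above 40% of the spot to cytoplasm intensity ratio, with at least 20 cells analyzed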;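 also: 0% = DMSO without peptide and 100% = 100 nM NTR1 peptide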
Target sequence (P30989 whole entry, looked up): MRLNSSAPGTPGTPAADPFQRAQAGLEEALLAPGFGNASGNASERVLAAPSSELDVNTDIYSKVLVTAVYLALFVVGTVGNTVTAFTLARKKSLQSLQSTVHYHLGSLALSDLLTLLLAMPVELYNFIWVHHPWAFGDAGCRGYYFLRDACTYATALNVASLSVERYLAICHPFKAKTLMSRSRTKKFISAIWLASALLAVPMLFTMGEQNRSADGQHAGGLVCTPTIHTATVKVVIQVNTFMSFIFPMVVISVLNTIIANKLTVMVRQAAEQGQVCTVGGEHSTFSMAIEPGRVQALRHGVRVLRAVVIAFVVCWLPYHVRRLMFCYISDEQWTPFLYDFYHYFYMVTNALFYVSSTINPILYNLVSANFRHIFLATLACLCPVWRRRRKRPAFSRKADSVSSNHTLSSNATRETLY
KOR beta-arrestin-2: kappa opioid receptor activators – cell-based, luminescence, uHTS, primary screen (AID 1777); KOR beta-arrestin recruitment, luminescence; higher % means a stronger effect; activation, % at 10 µM; hits with a dose series show EC50 in µM; 280,000 tested, 0.02% active; in the data active = activation above about 50%, passing the limit was not always enough; also: a part of the inactive calls stands beside numbers as strong as those of hits
Rac1 GTP hydrolysis: MgcRacGAP GTPase-activating activity inhibitors, confirmation, biochemical, ADP Hunter fluorescence | inhibition, % at 30 µM; hits with a dose series show IC50 in µM | MgcRacGAP-stimulated Rac1 GTP hydrolysis, ADP Hunter fluorescence; higher % means a stronger effect; GST-tagged Rac1 F28L mutant substrate | 340,000 tested, 0.6% active | AID 624330;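 active = first-screen hits whose inhibition reached a set limit at any dose in the follow-up dose series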;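 also: fluorescence reports GDP produced by GAP-driven GTP hydrolysis; strong numbers were not always called active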
GPR35 arrestin U2OS: GPR35 antagonists blocking zaprinast-driven arrestin recruitment, primary screen, imaging, U2OS, beta-arrestin-GFP, zaprinast agonist (AID 2058). U2OS GPR35 beta-arrestin-GFP translocation imaging, zaprinast antagonism; higher % means a stronger effect. inhibition, % at 10 µM; hits with a dose series show IC50 in µM. 290,000 tested, 0.052% active;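 active = inhibition of at least 50% with at least 30 cells and total cytoplasm GFP at most 10,000,000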
GPR55 beta-arrestin: selective activators of receptor GPR55 – imaging, U2OS cells, beta-arrestin-GFP redistribution, primary screen (AID 1961) | 290,000 tested, 0.048% active | U2OS GPR55 beta-arrestin-GFP redistribution imaging; higher % means a stronger effect | activation, % at 10 µM, or EC50 in µM where a hit was titrated;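 active = activation above 40% with more than 50 cells counted in the well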;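 also: U2OS osteosarcoma cells stably expressing GPR55 and beta-arrestin-GFP; plate controls were DMSO negative control for no effect and LPI positive control for full effect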
NOD1 inhibition: NOD1 signaling inhibitors, primary screen, cell-based, luminescence, uHTS (AID 1578); NOD1-driven NF-kB luciferase reporter cells, luminescence; higher % means a stronger effect; inhibition, % at 4 µM; hits with a dose series show EC50 in µM; 290,000 tested, 1% active; in the data active = inhibition mostly above about 36%, no sharp cut-off; inactive = mostly below about 34%;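 also: HEK-293T reporter cells stimulated with the NOD1 agonist gamma-tri-DAP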
K1F lysis inhibition: inhibition of K1F phage lysis, E. coli UTI89, bacterial capsule biogenesis inhibitors, alamar blue (AID 488966) | E. coli UTI89 K1F phage lysis, alamar blue, 2 h; higher % means a stronger effect | inhibition, % at 100 µM, or IC50 in µM where a hit was titrated | 340,000 tested, 0.02% active;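 active = phage lysis inhibition, versus mean bacterial control, above a set limit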;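 also: capsule biogenesis inhibitors block K1F phage lysis so surviving cells raise fluorescence; higher fluorescence means more inhibition of phage lysis; actives were called in the ten point dose series up to 300 µM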
NTR1 ag cell count 20 µM: also measured in NTR1 ag; calls as there; cell count; measured here: cell count, cytotoxicity flag
* marks the source's active call; other numbers are inactive results; i = inactive; . = no result given; [ ] = another dose, or the depositor's remark. Some of the compounds tested. The share of hits here may be higher or lower than overall.

SMILES	GPR55 LPI antagonism	KOR beta-arrestin-1	NTR1 ag	NTR1 ag cell count 20 µM	KOR beta-arrestin-2	Rac1 GTP hydrolysis	GPR35 arrestin U2OS	GPR55 beta-arrestin	NOD1 inhibition	K1F lysis inhibition
CCCOc1ccccc1N1C(=O)CC(N2CCOCC2)C1=O (stereo not drawn)	0%	-18%	4.3	75	0.0%	6%	3%	0.0%	22%	0.6%
COc1ccc(NC(=O)CCCN2C(=O)C(c3ccccc3)Oc3cccnc32)c(OC)c1 (stereo not drawn)	6%	14%	-0.1	48	1.5%	9%	15%	-0.2%	1%	0.2%
Cc1sc(NC(=O)C2CCCC2)c(C#N)c1C	0%	8%	2.3	74	0.6%	7%	4%	-0.1%	-36%	0.1%
Cc1ccc(NS(=O)(=O)c2cccc(C(=O)NNC(=O)NC3CCCCC3)c2)c(C)c1	7%	24%	0.5	49	0.8%	8%	8%	-0.3%	20%	1.6%
O=C(NCc1ccccc1)N1CCOCC1	-22%	-12%	-0.3	63	2.4%	5%	6%	1.0%	3%	0.7%[50 µM]
CCCC(C)C(=O)Nc1ccc(S(=O)(=O)Nc2nccs2)cc1 (stereo not drawn)	-1%	-32%[20 µM]	0.7	53	.	5%	4%	-0.1%	-27%	-3.3%
CC(=O)NC(C)c1nc2ccccc2n1CC(=O)NC(C)CCc1ccccc1 (stereo not drawn)	9%	.	-1.9	52	.	1%	15%	0.6%	-10%	0.2%
CCOC(=O)c1c(NC(=O)CSc2nc3cccnc3n2C)sc(C(C)=O)c1C	6%	26%	4.6	55	4.9%	10%	-28%	-0.1%	-7%	4.1%
OC(C[n+]1ccccc1)c1ccccc1 (stereo not drawn)	0%	-27%[20 µM]	1.8	61	3.5%	8%	-2%	0.2%	-22%	1.7%
O=C(NNC(=O)c1ccc(Br)s1)NC1CCCCC1	-3%	-9%	0.8	64	6.6%	2%	-4%	-0.1%	-18%	-0.1%
COc1ccccc1CC1CC(=O)N(c2cccc(Cl)c2C)C1=O (stereo not drawn)	11%	-13%[20 µM]	1.0	56	-1.5%	-1%	1%	0.2%	-10%	-0.1%
CCc1ccc(CNC(=O)C2CCN(S(=O)(=O)N3CCC(C)CC3)CC2)cc1	-12%	22%	0.1	62	-1.7%	5%	-4%	-0.2%	2%	0.7%
CCCNC(=S)NC1CC2CCC(C1)N2Cc1ccccc1 (stereo not drawn)	8%	-2%	0.1	52	-0.8%	1%	7%	-0.1%	0%	4.1%
CSc1nc2nc3c(cc2c(=O)n1-c1ccc(C)cc1)COC(C)(C)C3	-5%	-6%	7.8	64	.	5%	1%	-0.3%	-5%	0.6%[50 µM]
CCC(C)NS(=O)(=O)c1ccc(OCC(=O)N2CCCCC2)cc1 (stereo not drawn)	-5%	28%	1.9	42	7.3%	4%	12%	-0.1%	8%	-0.2%
Cc1cc(NC(=O)c2cccc(C)c2[N+](=O)[O-])no1	-13%	-5%[20 µM]	0.3	48	-5.7%	12%	-8%	-0.1%	-29%	0.3%
O=C(CC(=O)c1ccccc1)Nc1cccnc1	-9%	-4%	-0.3	81	4.9%	7%	-2%	1.3%	21%	0.2%
Cc1ncc(CSCC(=O)Nc2cc(C(F)(F)F)ccc2Cl)c(CO)c1O	-6%	21%	0.0	104	-0.7%	5%	2%	-0.1%	6%	0.4%
CCc1ccc(C(=O)COC(=O)c2cnccn2)cc1	-9%	-76%	1.2	44	10%	18%	7%	0.0%	15%	2.2%
COc1ccc(CCNC(=O)c2cc3c(C)nccc3[nH]c2=O)cc1OC	-6%	2%	-1.5	63	-0.9%	9%	-7%	0.0%	34%	0.0%
C/C(=N/Nc1nc(-c2ccc(Cl)cc2)cs1)c1cccs1	-17%	-14%	-4.1	87	-1.6%	15%	-9%	0.0%	-6%	6.4%
CCOc1ccccc1NC(=O)C(Sc1nnc2ccccn12)c1ccccc1 (stereo not drawn)	-2%	19%	-0.2	44	0.0%	8%	12%	-0.2%	-17%	3.0%
O=C(Nc1cccc([N+](=O)[O-])c1)c1ccc2c(c1)C(=O)N(c1ccccn1)C2=O	0%	-76%	-0.2	59	4.6%	7%	1%	0.3%	-26%	0.1%
C=CCSc1nnc2c(n1)OC(c1ccco1)Nc1ccccc1-2 (stereo not drawn)	-2%	.	3.2	38	-1.3%	6%	-9%	0.2%	-27%	5.2%
CN1CCN(c2nnc(-c3ccc(Cl)cc3)c3ccccc23)CC1	6%	-26%	0.6	54	2.2%	.	5%	0.0%	-3%	0.2%
COc1cccc2cc(C(=O)NCc3ccc(Cl)cc3)c(=O)oc12	-6%	2%	2.1	53	1.4%	-1%	-4%	-0.1%	-17%	0.2%
CCCCOC(=O)Nc1ccc(S(=O)(=O)Nc2nccs2)cc1	0%	13%	0.7	71	-1.3%	1%	-5%	-0.2%	-14%	-0.9%[50 µM]
Cc1cc(C)n(CCNc2nc3nonc3nc2N2CCCCC2)n1	0%	-24%	-0.5	53	-0.7%	9%	7%	-0.2%	-8%	0.1%
Cc1cc(C)n(-c2nnc(C)n2NS(C)(=O)=O)n1	-6%	11%	0.5	87	-4.0%	1%	6%	0.9%	-30%	0.1%
COC(=O)C1C2C=CC3(CN(Cc4cccs4)C(=O)C13)O2 (stereo not drawn)	12%	10%	-1.4	44	1.8%	1%	2%	-0.2%	12%	-1.6%
CCOC(=O)c1ccc2nc(NC(=O)c3cccs3)sc2c1	0%	-10%	7.3	35	0.9%	15%	-4%	0.0%	-39%	i
Cn1c(=O)[nH]c(=O)c2c1nc(N(CCO)Cc1ccccc1)n2CCCc1ccccc1	17%	-3%	0.6	69	3.3%	8%	-5%	-0.1%	1%	-9.9%
O=C(CC1CCCCC1)Nc1ccccc1-c1ccccc1	-2%	1%	-1.1	81	3.4%	9%	11%	-0.4%	-16%	0.1%
COc1cc(C(=O)OC2CCCCC2=O)cc(OC)c1C (stereo not drawn)	-4%	25%	2.0	108	-8.9%	8%	-14%	0.4%	-10%	-0.1%
Nc1cc(C(F)(F)F)cc2c1SCC(=O)N2	6%	.	7.9	17	1.0%	2%	11%	-0.2%	-14%	-2.1%
CC1(C)O[C@@H]2C[C@H]3[C@@H]4CCC5=CC(=O)C=C[C@]5(C)[C@@]4(F)[C@@H](O)C[C@]3(C)[C@]2(C(=O)CO)O1	2%	-40%	-1.5	62	1.0%	5%	3%	-0.2%	32%	7.3%
O=C(CNc1ccccc1-c1ccccc1)NCc1ccccc1	12%	19%	1.1	97	-1.1%	8%	11%	0.0%	-24%	-0.1%
O=C1C2C(C(=O)N1CC1CCCO1)C1C=CC2C12CC2 (stereo not drawn)	6%	18%	-0.4	42	0.7%	-6%	-19%	0.2%	-4%	1.4%
CCN(CC)S(=O)(=O)c1ccc2c(c1)c(=O)c(C(=O)NCCc1ccc(OC)c(OC)c1)cn2C	9%	5%	1.1	90	1.3%	9%	-7%	-0.1%	-9%	0.0%
O=C(COC(=O)[C@@H]1CC(O)CN1S(=O)(=O)c1ccccc1[N+](=O)[O-])Nc1ccc2ccccc2c1 (stereo partly drawn)	-1%	.	0.5	60	-1.1%	17%	12%	0.2%	-21%	2.7%
Cc1oc2c(C)c3oc(=O)c(CCC(=O)NCCCn4ccnc4)c(C)c3cc2c1C	1%	-31%[20 µM]	2.4	108	-2.0%	12%	-18%	-0.2%	-9%	5.0%
Nc1nnc(SCCN2C(=O)c3ccccc3S2(=O)=O)s1	-2%	-11%	-1.4	61	-2.5%	10%	6%	0.2%	-26%	0.1%
Cn1c(O)c(N=NC(=O)CNC(=O)c2ccccc2)c2cc(Br)ccc21	4%	-16%	3.1	49	-6.7%	7%	-4%	-0.3%	25%	0.4%
Nn1c(-c2ccc(F)cc2)nc2ccccc2c1=O	5%	-12%	-0.4	99	-1.4%	5%	-12%	0.0%	2%	0.1%[50 µM]
O=C(Nc1ncc([N+](=O)[O-])s1)c1ccc2c(c1)OCO2	-16%	-12%	2.6	49	-2.9%	14%	2%	0.3%	69%*	i
CCOCCCNC(=S)NC1CC2CCC(C1)N2Cc1ccccc1 (stereo not drawn)	2%	-10%[20 µM]	-0.2	39	.	.	-4%	0.1%	-35%	.
CCC1=C(OC(=O)N(CC)CC)N2C(=O)OC(=NCC(=O)OC)[C@]2(Cc2ccccc2)[C@H]2C1=CC[C@H]1C(=O)N(CC(=O)OC)C(=O)[C@H]12	-5%	-16%	2.8	61	0.3%	14%	-1%	0.3%	-2%	0.4%
O=C(CN1CCN(C(=O)C2CCCO2)CC1)Nc1ccc(Br)cc1 (stereo not drawn)	-13%	-25%	0.1	55	6.3%	6%	-10%	0.4%	-6%	0.0%
C=CCOC(=O)C1=C[C@@H](c2ccccc2)C[C@@H](OCc2ccc(CO)cc2)O1	4%	-25%	2.3	59	12%	4%	-21%	0.5%	22%	-0.7%
Oc1ccc(-c2nccc(-c3ccccn3)n2)cc1	-4%	-31%	1.0	81	-0.6%	11%	-16%	-0.1%	5%	1.3%
C=CCn1c(SCC(=O)Nc2cc(C)on2)nnc1C1COc2ccccc2O1 (stereo not drawn)	-8%	-33%	-0.9	49	3.4%	7%	0%	0.0%	0%	0.1%
CCO[C@@H]1OC(C(=O)N2CCOCC2)=C[C@H](c2ccc(C(F)(F)F)cc2)[C@H]1CCCO	12%	18%	0.3	60	-0.6%	9%	-4%	-0.2%	-29%	-0.2%
COc1ccc(Cc2nnc(Nc3ccc(C)cc3)o2)cc1OC	7%	7%	0.7	39	3.2%	8%	-1%	2.6%	6%	0.9%
COc1ccc(-c2csc(NC(=S)NC(=O)c3ccco3)n2)cc1	4%	-21%	-0.8	68	-4.0%	1%	0%	-0.6%	-38%	0.2%
Cc1ccc(-c2cc(C(F)F)nc(S(C)(=O)=O)n2)cc1	26%	6%	15	51	2.4%	8%	-9%	2.6%	-8%	0.2%
CCc1ccc(NC(=O)CSc2nc3ccccc3c(=O)n2CCCC(=O)NCCCN2CCOCC2)cc1	4%	-32%	-0.7	66	-4.4%	2%	-15%	-0.4%	-1%	0.1%
